# Yeast lifespan up – yeast lifespan extension | 0.68% of 130,000 active | inhibition of the nicotinamide effect, % at 10 µM | S. cerevisiae growth with nicotinamide, OD615; deaD strain in restrictive glucose medium | AID 775;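 active means inhibition above a set limit, placed 3 SD over the median of all compounds, cut at about 26% in these data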;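 further: 0% = nicotinamide-treated wells and 100% = cells grown without nicotinamide; some compounds called inactive have numbers as strong as hits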
#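 Assay system: engineered S. cerevisiae DeaD replicative-lifespan strain, galactose-grown log-phase cells; medium: restrictive CSMM-D dextrose medium; also added: nicotinamide, 1.5 mM, co-present with compound; schedule: 48 h compound exposure at 30 °C, humidified; detection: absorbance at 615 nm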
# Yeast growth inh – yeast BB579 growth reduction in restrictive medium. S. cerevisiae BB579 growth, OD615, 48 h. inhibition, % at 10 µM. 0.51% of 140,000 active;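 active means inhibition above a set limit, 3 SD over the mean compound inhibition, cut at about 44% in these data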; further: inactives centre near -24
#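 Material: Saccharomyces cerevisiae DeaD strain BB579, replicative lifespan model yeast; buffer or medium: CSMM-D restrictive synthetic medium containing dextrose (glucose); compound: 10 µM single dose, DMSO 0.25%; timing: 48 h compound exposure at 30 °C after 4 h preincubation; signal: turbidity as optical density at 615 nm; benchmarks: positive control amphotericin B 10 µg/mL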
# Measles CPE – protection of cells from measles virus; Measles virus-infected cells, CPE protection, absorbance; protection (pct of control), % at 4 µM; 1.5% of 140,000 active; AID 841; in the data active means protection mostly above about 24%, no sharp cut-off; inactive means mostly below about 26%; further: some compounds called inactive have numbers as strong as hits
# HCT116 bCat-KO – beta-catenin-lacking colon tumor cell growth suppression. HCT116 beta-catenin knockout viability, CellTiter-Glo, 60 h; active compounds read low. viability, % at 10 µM. 1.5% of 140,000 active. AID 818;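 active means viability at or under a set limit, the compound median less 4 SD, cut at about 6% in these data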;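 further: 0% = Hyamine 1622 control at 20 µM and 100% = untreated cell control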
# HCT116 PTEN-null – PTEN-deleted cell growth suppression; 1.2% of 140,000 active; viability, % at 10 µM; HCT116 PTEN-null viability, CellTiter-Glo, 60 h; active compounds read low;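 active means viability at or below a set limit, 4 SD under the median of all tested compounds, cut at about 3.7% in these data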;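 further: PTEN knockout HCT116 line with beta catenin targeted HCT116 as companion control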
# MRP-1 activ – activators of MRP-1; H69AR cells + doxorubicin, viability rescue, CellTiter-Glo; viability increase, % at 10 µM; 0.61% of 140,000 active;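 active means viability gain under doxorubicin at or above a set limit, the compound median plus 3 SD, cut at about 4.7% in these data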;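 further: MRP-1 overexpressing cells given doxorubicin 25 µM after compound pretreatment; 18-22 h compound pretreatment then 72 h with doxorubicin before readout; 0% = doxorubicin-only wells and 100% = vehicle-treated cells without doxorubicin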
# Phagocytosis inh – macrophage phagocytosis inhibition. 0.07% of 110,000 active. inhibition, % at 5 µM. AID 1029. J774A.1 macrophage IgG-bead phagocytosis, imaging;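 active means inhibition above the mean of the plate negative controls plus 5 SD, cut at about 13% in these data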;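 further: phagocytic index as fraction of beads internalized from green versus red external bead signal; plate controls were DMSO negative control for no effect and cytochalasin-D positive control for full effect; some results beyond the cut were filed as inactive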
# E-sel TNF inh – blocks E-selectin expression induced by TNF alpha. 0.71% of 120,000 active. HUVEC TNFa-induced E-selectin immunofluorescence, high content. AID 1246. inhibition, % at 2 µM;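 active means inhibition above the batch mean plus 3 SD, and confirmed as a hit on visual image review, cut at about 43% in these data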;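 further: 0% = TNF-stimulated DMSO wells and 100% = unstimulated control wells; not every result past the cut was called active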
# NPY Y2 blocker – NPY-Y2 (human) receptor antagonism; P49146; NPY-Y2 expressing cells, antagonist mode; inhibition, % at 2.7 µM; 0.99% of 140,000 active; AID 793; in the data active means inhibition above about 17%;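 further: 0% = vehicle with agonist challenge and 100% = reference antagonist with challenge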
# Target sequence (P49146 whole entry, looked up): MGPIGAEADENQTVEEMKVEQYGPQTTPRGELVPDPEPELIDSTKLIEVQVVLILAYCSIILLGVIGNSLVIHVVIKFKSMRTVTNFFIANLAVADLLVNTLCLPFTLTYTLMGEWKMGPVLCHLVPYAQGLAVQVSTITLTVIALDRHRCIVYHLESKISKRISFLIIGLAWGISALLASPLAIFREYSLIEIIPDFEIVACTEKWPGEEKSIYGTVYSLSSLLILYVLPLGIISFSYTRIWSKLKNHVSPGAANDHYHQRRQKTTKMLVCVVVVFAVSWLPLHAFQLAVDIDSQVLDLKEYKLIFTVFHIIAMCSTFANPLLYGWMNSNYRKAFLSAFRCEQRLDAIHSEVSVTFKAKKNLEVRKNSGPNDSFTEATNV
# GALR2 blocker – GALR2 (human) receptor antagonism | O43603 | GALR2-expressing cells, antagonist mode | inhibition, % at 4 µM | 0.39% of 140,000 active | AID 828; in the data active means inhibition above about 27%;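 further: cells stimulated with galanin 1-16 at roughly its EC80; 0% = agonist challenge control and 100% = basal control without agonist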
# Target sequence (O43603 whole entry, looked up): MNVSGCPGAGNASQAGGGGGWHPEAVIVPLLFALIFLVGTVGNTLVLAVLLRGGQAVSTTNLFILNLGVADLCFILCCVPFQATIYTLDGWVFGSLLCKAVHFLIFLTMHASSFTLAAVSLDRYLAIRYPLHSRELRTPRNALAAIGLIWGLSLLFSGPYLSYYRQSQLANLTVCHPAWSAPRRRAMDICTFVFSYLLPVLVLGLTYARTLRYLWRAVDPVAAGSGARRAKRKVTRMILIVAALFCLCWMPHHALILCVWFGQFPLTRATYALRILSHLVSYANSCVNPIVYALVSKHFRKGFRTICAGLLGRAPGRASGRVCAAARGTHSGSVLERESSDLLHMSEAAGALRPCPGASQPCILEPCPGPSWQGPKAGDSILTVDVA
# Active calls of the source: *; x = not tested or not shown.
SMILES,Yeast lifespan up,Yeast growth inh,Measles CPE,HCT116 bCat-KO,HCT116 PTEN-null,MRP-1 activ,Phagocytosis inh,E-sel TNF inh,NPY Y2 blocker,GALR2 blocker
COc1ccc(-c2nsc3c(SCC(=O)Nc4cc(C)ccc4C)ncnc23)cc1,-7,-29,3,87,81,-2.0,x,29,-1,-5
COc1ccc(NS(=O)(=O)c2c(F)cc(F)c(Cl)c2F)cc1S(=O)(=O)N1CCCCC1,5,-21,5,93,82,-2.6,-15,x,3,-24
Cc1ccc(C(=O)NC2CCCCC2)cc1,-4,-40,3,81,92,-1.7,x,1,1,3
CCOC(=O)c1c(C)[nH]c(C(=O)Nc2ccc3c(c2)OCO3)c1C,-14,-47,18,75,73,-0.3,-1,x,4,5
COCC(=O)Nc1nc2n(n1)C(c1ccccc1Cl)CC(c1ccc(OC)cc1)N2 (configuration not stated),-10,-40,13,78,81,0.1,0,40,1,-4
N#Cc1cn(Cc2ccccc2)c2ccccc12,-7,-54,3,85,97,-1.1,3,-9,1,1
Cc1ccc2c(CC(=O)NCC3COc4ccccc4O3)coc2c1 (configuration not stated),-8,-6,7,82,96,-3.7,-1,-44,7,8
COc1ccc(NC(=O)C(C)Oc2ccc(/C(C)=N\O)cc2)cc1 (configuration not stated),-7,-25,14,117,103,-0.8,1,9,2,-8
O=C(/C=C/c1ccco1)c1ccc(NC(=O)C23CC4CC(CC(C4)C2)C3)cc1,13,-19,6,21,24,-5.1,-7,9,0,-6
Cc1cc(C(=O)Nc2c(C)nn(Cc3c(Cl)cccc3Cl)c2C)no1,-11,-3,6,88,92,-0.1,-1,2,0,3
O=C(C1CCN(S(=O)(=O)c2cccc3cccnc23)CC1)N1CCN(c2ccccn2)CC1,-13,-25,2,71,80,-3.8,x,x,0,-10
COc1cc(C(=O)Nc2ccc3c(c2)OCCO3)ccc1-n1cnnn1,-17,-24,5,78,75,-3.2,0,x,0,-1
CCOC(=O)c1c(NC(=O)C(=O)N/N=C/c2ccccc2OC)sc2c1CCCCC2,0,-6,3,89,90,2.8,0,-20,2,1
COC(=O)c1c(-c2ccccc2)csc1NC1=NS(=O)(=O)c2ccccc21,-2,-7,3,77,81,-2.6,2,x,0,1
COc1ccccc1OCCCCN1CCN(c2ccccc2OC)CC1,-5,-56,3,56,60,-3.2,0,13,6,-6
CCOC(=O)COc1cccc2c(=O)n(CC(=O)NCc3ccc4c(c3)OCO4)ccc12,-4,-42,11,20,19,-4.0,x,-4,4,-5
O=C(Nc1nnc(C2CC2)s1)C1Cc2ccccc2CN1S(=O)(=O)c1ccccc1F (configuration not stated),-26,-2,5,20,17,-1.1,x,-22,-1,-5
Cc1ccc(-n2nnnc2SCC(=O)NNC(=O)c2ccco2)cc1C,-5,6,20,94,96,-1.5,x,x,3,6
O=C(/C=C/c1ccccc1)n1cnnc1SC/C=C/c1ccccc1,16,-32,11,94,96,4.7*,-10,x,6,3
N#Cc1ccc(/C=N/N=C(N)N)cc1,-3,-36,4,93,88,-0.4,-2,-15,-2,-4
CNC(=O)Cc1csc2ccc(Cl)cc12,-24,8,32,98,96,-3.5,0,-31,1,1
CC1(C)CC(=O)c2cc(OCC(=O)O)ccc2O1,-12,-10,13,105,89,-0.3,-1,6,0,-17
CC(CNc1ccc([N+](=O)[O-])c2cccnc12)Nc1c([N+](=O)[O-])cc(C(F)(F)F)cc1[N+](=O)[O-] (configuration not stated),5,-24,21,76,63,-3.7,-2,x,1,-13
COc1ccc(OC)c(S(=O)(=O)N2CCCc3ccccc32)c1,6,-30,4,65,77,-4.1,x,15,8,6
N#Cc1nc(Cc2cccc3ccccc23)oc1N1CCC(C(N)=O)CC1,-6,-29,9,96,98,-5.2,-4,3,1,-4
CC(Sc1nnc(-c2ccc(Cl)cc2)n1C)C(N)=O (configuration not stated),-5,-30,17,97,102,-0.9,1,x,-3,9
COc1ccc(OCC(O)Cn2ccnc2C)cc1 (configuration not stated),x,-27,5,101,98,1.3,x,9,2,-3
N/C(=N\S(=O)(=O)c1ccccc1)c1ccc([N+](=O)[O-])cc1,-1,-48,7,84,84,-2.8,-6,18,0,-13
CSc1nnc(-c2ccc(S(=O)(=O)N3CCCC3)cc2)n1C,-4,-38,17,97,101,-1.2,4,1,-2,-3
COCCN(CCOC)C(=O)CCn1c(=O)oc2ccccc21,-2,-34,6,95,93,-1.6,x,-28,-1,3
COc1ccc(C(=O)Nc2nnc(-c3ccccc3)o2)cc1OC,-3,-27,4,59,55,-2.6,0,-13,6,1
CN(C)c1ccc(C2N3CC4(C)CN2CC(C)(C3)C4O)cc1 (configuration not stated),-6,-36,6,92,97,-0.7,0,x,3,4
C=CCn1c2ccccc2c2nnc(SCC(=O)OCN3C(=O)c4ccccc4C3=O)nc21,x,-26,14,87,91,-2.5,x,20,7,4
CCOCCCn1c(=S)[nH]c2cc(C(=O)N3CCN(C)CC3)ccc2c1=O,-6,-3,11,78,90,-1.2,-2,-30,-3,0
CCn1c(CSc2nc(C)cs2)nc2cc(S(=O)(=O)N(C)C)ccc21,0,-31,12,88,90,-0.8,-1,1,5,-14
COc1ccc(C2NC(c3ccc(OC)c(OC)c3OC)C(C)C(=O)C2C)c(OC)c1OC (configuration not stated),-2,-24,7,73,74,-2.2,x,14,4,7
CCOc1ccccc1N1CCN(S(=O)(=O)c2ccc3c4c(cccc24)C(=O)N3)CC1,-6,-30,24,83,81,-3.9,-4,-7,0,3
O=C(/C=C/c1cccc([N+](=O)[O-])c1)NCCSCc1ccc(Cl)cc1,-3,-64,6,89,81,0.3,x,x,6,1
Cc1ccc(N2CCN(c3ccc(C)cc3)C2c2cccnc2)cc1,-6,-64,10,72,79,0.7,1,2,4,-16
O=C(NC(NC(=S)Nc1ccccc1O)C(Cl)(Cl)Cl)c1ccco1 (configuration not stated),-1,-20,13,83,80,0.1,-7,x,1,-4
C=CCn1cnc2c(c1=O)c1nc3ccccc3nc1n2-c1ccc(C)cc1,-9,-23,9,34,38,-4.4,x,x,3,-13
CCc1cc2cc(C(=O)Nc3ccc(F)cc3)sc2s1,x,-16,10,97,94,1.2,x,-15,2,1
CC(C)CC(=O)Nc1cccc(-c2cn3ccsc3n2)c1,-24,-25,4,92,91,-2.8,-1,-25,4,-8
Cc1cc(C)nc(NS(=O)(=O)c2ccc(NC(=O)C3(c4ccc([N+](=O)[O-])cc4)CCCC3)cc2)n1,2,-14,13,92,95,0.4,-5,x,-2,2
CCOc1cc(NC(=S)NCc2ccco2)c(OCC)cc1NC(=O)CC(C)C,0,-14,14,89,92,-1.6,-7,x,8,1
COc1cc2c(cc1NC(=O)C1CCCO1)oc1ccccc12 (configuration not stated),-21,-22,3,41,54,-3.1,-3,-28,4,17
COc1ccc(C(CNC(=O)CCOc2ccccc2)N(C)C)cc1 (configuration not stated),-6,-15,14,93,85,-0.4,0,-16,0,3
Cc1c(Cl)cccc1NC(=S)NCc1cccs1,0,-15,30,83,82,-4.1,-5,x,1,6
Cc1ccc(NC(=O)c2cc(S(=O)(=O)c3ccccc3)ccc2Cl)cc1,-7,-3,3,33,45,-0.5,-2,-58,2,1
O=C(NCc1cn2ccsc2n1)c1c(F)cccc1Cl,-3,-56,8,100,110,-0.2,-1,-38,0,10
CCN(CC)CCP(=O)(c1ccccc1)c1ccccc1,-6,-9,10,98,93,-3.0,-2,5,1,-2
S=C1NCCOCCOCCOCCNC(=S)NCCOCCOCCOCCN1,x,-11,25,105,94,-2.0,x,-5,0,-2
COc1ccc(C2CC(c3ccc(Br)cc3)Nc3nc(N)nn32)cc1 (configuration not stated),-10,-6,15,83,73,1.2,0,x,-1,-10
O=C(/C=C/c1ccc(F)cc1)NCCc1ccc2c(c1)OCCO2,-6,-30,12,90,90,-0.7,-13,3,14,-7
COC(=O)c1ccc(CSc2nnnn2Cc2ccccc2)cc1,-13,-43,8,88,96,1.4,-1,18,4,-3
O=C1CC(c2ccccc2)Cc2nc(N3CCc4ccccc4C3)ncc21 (configuration not stated),-25,-45,4,85,71,-0.5,x,-17,4,-5
CC(C)(C)c1ccc(C(=O)NC(=S)Nc2nc3c(s2)CCCC3)cc1,-5,-8,11,46,58,-0.8,-4,x,-1,-2
Cc1cc(C(=O)NCc2ccc(C(=O)O)o2)c(C)o1,-3,-28,4,88,96,-0.2,0,20,0,2

# Compound activity from PubChem.

# The order is random; overall some 6.1% were active at least once.
